LEDGF integ inh = blocks HIV-1 LEDGF/p75-dependent DNA integration; TR-FRET IN-LEDGF/p75 DNA integration, Eu/Cy5; inhibition, % at 3.7 µM; 370,000 tested, 0.64% active; AID 743269;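 active means inhibition above the screen-wide mean plus 3 SD, cut at about 13% in these data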;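 further: signal is the Cy5 over europium emission ratio at 671 and 618 nm; 0% = plate median of compound wells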
NR1D1 modulator = Rev-erb alpha (human) modulation; Rev-erbα–FITC-DNA binding, fluorescence polarization, 90 min; activity, % at 10 µM; 370,000 tested, 0.79% active; AID 1259318;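 active means activity above about 14%, limit read from the data; passing the limit was not always enough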;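 further: 0% = DMSO wells with 35 nM protein and 100% = DMSO wells with 750 nM protein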
Target sequence (P20393 whole entry, looked up): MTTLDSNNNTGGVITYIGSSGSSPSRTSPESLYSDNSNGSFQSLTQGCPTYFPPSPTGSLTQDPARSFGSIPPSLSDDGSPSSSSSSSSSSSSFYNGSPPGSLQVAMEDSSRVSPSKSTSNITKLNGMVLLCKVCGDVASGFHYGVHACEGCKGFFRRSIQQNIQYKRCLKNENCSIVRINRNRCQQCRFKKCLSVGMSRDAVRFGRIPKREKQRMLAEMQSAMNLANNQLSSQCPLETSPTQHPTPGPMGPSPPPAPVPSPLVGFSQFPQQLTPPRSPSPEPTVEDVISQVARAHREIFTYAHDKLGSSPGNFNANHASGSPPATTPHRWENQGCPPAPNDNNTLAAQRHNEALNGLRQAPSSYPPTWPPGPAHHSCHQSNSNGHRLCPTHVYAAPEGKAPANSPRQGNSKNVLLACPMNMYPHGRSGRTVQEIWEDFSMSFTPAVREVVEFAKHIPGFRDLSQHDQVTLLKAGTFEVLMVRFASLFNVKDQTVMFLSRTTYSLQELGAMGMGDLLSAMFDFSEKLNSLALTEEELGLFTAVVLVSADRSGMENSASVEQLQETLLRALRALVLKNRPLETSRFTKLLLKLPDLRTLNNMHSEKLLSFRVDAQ
UHRF1 MBD2 ctr = blocks human UHRF1 binding to methylated DNA | Q96T88 | UHRF1 binding to methylated oligo, TR-FRET | inhibition, % at 4.4 µM | 370,000 tested, 0.75% active | AID 687016; in the data active means inhibition above about 21%;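 further: UHRF1 SRA domain binding a hemimethylated CpG hairpin DNA probe; 0% = median of test compound wells and 100% = reference inhibitor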
rCAG binder = binds r(CAG) RNA repeats | r(CAG) RNA repeat, TO-PRO-1 dye displacement fluorescence | inhibition, % at 3 µM | 370,000 tested, 1.3% active;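 active means inhibition above the plate cutoff, the mean of all test compounds on that plate plus 3 SD, cut at about 35% in these data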;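 further: 0% = DMSO alone and 100% = 100 µM mitoxantrone as full dye displacement; higher means more dye released from RNA so lower well fluorescence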
HTRA1 inh = inhibitors of human serine peptidase HTRA1 | AID 504803 | 340,000 tested, 0.5% active | Q92743 | recombinant HTRA1, FP-rhodamine activity-based probe, fluorescence polarization | inhibition, % at 5.96 µM; in the data active means inhibition above about 36%;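 further: 0% = enzyme with DMSO and 100% = wells lacking enzyme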
ABHD4 inh = inhibits mouse alpha/beta hydrolase domain 4. AID 720543. inhibition, % at 8.92 µM. Q8VD66. purified mABHD4, FP-Rh probe fluorescence polarization. 370,000 tested, 0.54% active;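 active means inhibition exceeding the mean over every tested compound plus 3 SD, cut at about 30% in these data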;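 further: 0% = plate median of compound wells and 100% = S159A mutant with DMSO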
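System: mouse ABHD4 enzyme, wild type / Medium: HEPES pH 7.0, NaCl, Pluronic buffer / Reagent: FP-Rh activity-based fluorescent probe / Control set: S159A mutant high control, sample median low control / Detection: fluorescence polarization with parallel and perpendicular emission, 525/598 nm / Schedule: 45 min + 60 min at 25 °C / Compound dosing: 8.92 µM, single dose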
MBD2 DNA inh = blocks human MBD2 binding to methylated DNA. AID 686964. inhibition, % at 4.4 µM. TR-FRET, MBD2 binding to methylated oligonucleotide. 370,000 tested, 0.31% active; in the data active means inhibition above about 13%
PRMT1 FP inh = blocks human protein arginine methyltransferase 1; Q99873; recombinant PRMT1, activity-based probe fluorescence polarization; inhibition, % at 2.79 µM; 370,000 tested, 1.3% active; AID 652257;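 active means inhibition above about 21% made by adding two undisclosed values, limit read from the data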
Target sequence (Q99873 whole entry, looked up): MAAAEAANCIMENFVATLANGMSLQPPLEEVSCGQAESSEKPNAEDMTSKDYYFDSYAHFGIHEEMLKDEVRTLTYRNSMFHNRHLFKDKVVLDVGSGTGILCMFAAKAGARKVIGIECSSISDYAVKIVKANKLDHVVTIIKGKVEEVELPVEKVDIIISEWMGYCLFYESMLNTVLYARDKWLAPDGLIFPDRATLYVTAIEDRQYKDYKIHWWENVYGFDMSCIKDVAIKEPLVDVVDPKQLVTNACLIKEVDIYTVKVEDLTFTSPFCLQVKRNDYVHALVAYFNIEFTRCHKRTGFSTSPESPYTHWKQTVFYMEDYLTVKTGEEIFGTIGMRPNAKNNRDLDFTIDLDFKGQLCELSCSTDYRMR
PG9 Ab binder = small molecules binding HIV-1 gp120 antibody PG9; AID 624416; inhibition, % at 6.7 µM; 360,000 tested, 0.43% active; TR-FRET gp120-PG9 antibody binding; in the data active means inhibition above about 8.5%
TCR-CD3 inh = inhibitors of human TCR-CD3 interaction; 360,000 tested, 0.37% active; TAMRA-labeled TCR probe fluorescence, biochemical; inhibition, % at 9.4 µM; AID 651800; in the data active means inhibition above about 19%;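 further: recombinant mutant TCR 2C K166C tagged with TAMRA read by polarization; 0% = receptor in buffer alone and 100% = receptor with positive control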
Active calls of the source: *. Only part of the results is shown; the hit share may differ from the screen's.

O=C(C1CCCN(S(=O)(=O)c2cccc3nonc23)C1)N1CCC(Cc2ccccc2)CC1 (stereo not given) was read as LEDGF integ inh 4, NR1D1 modulator 6, UHRF1 MBD2 ctr 1, rCAG binder -3, HTRA1 inh -15, ABHD4 inh 5, MBD2 DNA inh 5, PRMT1 FP inh -2, PG9 Ab binder -2.7 and TCR-CD3 inh 1.
Screening O=C(Nc1cccc(Br)c1)C1CC(=O)N(C2CCCC2)C1 (stereo not given) returned LEDGF integ inh 4, NR1D1 modulator -6, UHRF1 MBD2 ctr -2, rCAG binder 0, HTRA1 inh 4, ABHD4 inh -1, MBD2 DNA inh 0, PRMT1 FP inh -4, PG9 Ab binder -1.4 and TCR-CD3 inh 4.
`O=C(CN1C(=O)c2cccc3cccc1c23)NCc1ccccn1` gave LEDGF integ inh -2, NR1D1 modulator 1, UHRF1 MBD2 ctr -8, rCAG binder -1, HTRA1 inh 2, ABHD4 inh -4, MBD2 DNA inh -5, PRMT1 FP inh -1, PG9 Ab binder -3.1 and TCR-CD3 inh 8.
For COc1ccc(-c2csc(C(C)(O)c3ccc(F)c(F)c3)n2)cc1 (stereo not given) the results were LEDGF integ inh -2, NR1D1 modulator -3, UHRF1 MBD2 ctr -2, rCAG binder 0, ABHD4 inh -20, MBD2 DNA inh 4, PRMT1 FP inh 2, PG9 Ab binder -0.1 and TCR-CD3 inh -5.
C/C=C/Cn1c(SCc2ccccc2)nc2c1c(=O)[nH]c(=O)n2C was read as LEDGF integ inh 0, NR1D1 modulator 6, UHRF1 MBD2 ctr 0, rCAG binder -5, HTRA1 inh -11, ABHD4 inh 0, MBD2 DNA inh -2, PRMT1 FP inh 7, PG9 Ab binder -0.7 and TCR-CD3 inh 0.
C=CCn1c(N)cc(=O)nc1SC(C)C(=O)Nc1cccc2ccccc12 (stereo not given) was read as LEDGF integ inh 1, NR1D1 modulator 8, UHRF1 MBD2 ctr 1, rCAG binder 7, HTRA1 inh 0, ABHD4 inh -5, MBD2 DNA inh 1, PRMT1 FP inh 1, PG9 Ab binder -0.1 and TCR-CD3 inh 1.
For CC(=O)Nc1ccc(S(=O)(=O)N2CCN(c3cc(C)nc4ncnn34)CC2)cc1 the results were LEDGF integ inh -4, NR1D1 modulator -3, UHRF1 MBD2 ctr 4, rCAG binder -1, HTRA1 inh 3, ABHD4 inh 6, MBD2 DNA inh 2, PRMT1 FP inh -1, PG9 Ab binder -0.9 and TCR-CD3 inh 2.
O=C(NCC1CCCO1)C(c1cccs1)N(C(=O)Cn1nnc(-c2cccs2)n1)C1CCCC1 (stereo not given) was read as LEDGF integ inh 1, NR1D1 modulator -4, UHRF1 MBD2 ctr 0, rCAG binder -6, HTRA1 inh -6, ABHD4 inh -8, MBD2 DNA inh -6, PRMT1 FP inh -6, PG9 Ab binder -2.4 and TCR-CD3 inh 0.
`C[C@@H]1ON(C)[C@H]2C[C@H]3c4[nH]c5c(-c6ccc7c(c6)OCO7)cccc5c4CCN3C[C@@H]12` gave LEDGF integ inh -2, NR1D1 modulator -2, UHRF1 MBD2 ctr -1, rCAG binder 0, ABHD4 inh 5, MBD2 DNA inh 3 and PRMT1 FP inh 0.
`O=C(C1=C[C@@H](C2CCCCC2)C[C@@H](OCCCCO)O1)N1CCOCC1` gave LEDGF integ inh -1, NR1D1 modulator -1, UHRF1 MBD2 ctr -1, rCAG binder -6, HTRA1 inh -4, ABHD4 inh -1, MBD2 DNA inh -7, PRMT1 FP inh -1, PG9 Ab binder 0.4 and TCR-CD3 inh 2.
For Cc1c(NC(=O)COc2ccc(C(C)C)cc2)c(=O)n(-c2ccccc2)n1C the results were LEDGF integ inh 0, NR1D1 modulator -3, UHRF1 MBD2 ctr -2, rCAG binder -6, HTRA1 inh 3, ABHD4 inh -5, MBD2 DNA inh -6, PRMT1 FP inh -2, PG9 Ab binder -0.4 and TCR-CD3 inh 10.
`COC(=O)c1ccsc1NC(=O)CCc1ccccc1` gave LEDGF integ inh 0, NR1D1 modulator 4, UHRF1 MBD2 ctr 0, rCAG binder -2, HTRA1 inh 0, ABHD4 inh -3, MBD2 DNA inh -4, PRMT1 FP inh -1, PG9 Ab binder -3.2 and TCR-CD3 inh 1.
Screening COc1ccc(Oc2ccccc2C=O)cc1 returned LEDGF integ inh 0, NR1D1 modulator 5, UHRF1 MBD2 ctr -3, rCAG binder 6, HTRA1 inh -3, ABHD4 inh -4, MBD2 DNA inh -4, PRMT1 FP inh 2, PG9 Ab binder 2.7 and TCR-CD3 inh 4.
`CCc1ccc(OC(C)C(=O)Nc2ccccc2C(=O)N2CCOCC2)cc1` (stereo not given) gave LEDGF integ inh 2, NR1D1 modulator -3, UHRF1 MBD2 ctr -4, rCAG binder -3, HTRA1 inh -2, ABHD4 inh 0, MBD2 DNA inh -2, PRMT1 FP inh -3, PG9 Ab binder -1.6 and TCR-CD3 inh -1.
For CC1(C2CC2)NC(=O)N(CC(=O)N2CCN(c3ccc(F)cc3)CC2)C1=O (stereo not given) the results were LEDGF integ inh 3, NR1D1 modulator 6, UHRF1 MBD2 ctr 5, rCAG binder -4, HTRA1 inh 1, ABHD4 inh -4, MBD2 DNA inh 7, PRMT1 FP inh 5, PG9 Ab binder 1.1 and TCR-CD3 inh -5.

Not a retest: 4 of the compounds above.
O=C(C1CCCN(S(=O)(=O)c2cccc3nonc23)C1)N1CCC(Cc2ccccc2)CC1 (stereo not given) was read as LEDGF integ inh 4, NR1D1 modulator 6, UHRF1 MBD2 ctr 1, rCAG binder -3, HTRA1 inh -15, ABHD4 inh 5, MBD2 DNA inh 5, PRMT1 FP inh -2, PG9 Ab binder -2.7 and TCR-CD3 inh 1.
Screening O=C(Nc1cccc(Br)c1)C1CC(=O)N(C2CCCC2)C1 (stereo not given) returned LEDGF integ inh 4, NR1D1 modulator -6, UHRF1 MBD2 ctr -2, rCAG binder 0, HTRA1 inh 4, ABHD4 inh -1, MBD2 DNA inh 0, PRMT1 FP inh -4, PG9 Ab binder -1.4 and TCR-CD3 inh 4.
`O=C(CN1C(=O)c2cccc3cccc1c23)NCc1ccccn1` gave LEDGF integ inh -2, NR1D1 modulator 1, UHRF1 MBD2 ctr -8, rCAG binder -1, HTRA1 inh 2, ABHD4 inh -4, MBD2 DNA inh -5, PRMT1 FP inh -1, PG9 Ab binder -3.1 and TCR-CD3 inh 8.
For COc1ccc(-c2csc(C(C)(O)c3ccc(F)c(F)c3)n2)cc1 (stereo not given) the results were LEDGF integ inh -2, NR1D1 modulator -3, UHRF1 MBD2 ctr -2, rCAG binder 0, ABHD4 inh -20, MBD2 DNA inh 4, PRMT1 FP inh 2, PG9 Ab binder -0.1 and TCR-CD3 inh -5.

(cont.)
`Cc1ccc(C(C(=O)NC(C)(C)C)N(CCCN2CCOCC2)C(=O)c2ccc(-c3ccccc3)[nH]2)o1` (stereo not given) gave LEDGF integ inh -2, NR1D1 modulator -3, UHRF1 MBD2 ctr 1, rCAG binder -4, HTRA1 inh 2, ABHD4 inh 4, MBD2 DNA inh -4, PRMT1 FP inh 2, PG9 Ab binder 0.4 and TCR-CD3 inh 0.
`O=C(CSc1ccc(-c2cccnc2)nn1)N1CCCC1` gave LEDGF integ inh -8, NR1D1 modulator -3, UHRF1 MBD2 ctr 2, rCAG binder -1, HTRA1 inh 2, ABHD4 inh 0, MBD2 DNA inh 4, PRMT1 FP inh 0, PG9 Ab binder 1.2 and TCR-CD3 inh -5.
`COc1ccc(S(=O)(=O)NCCc2ccco2)cc1OC` gave LEDGF integ inh 2, NR1D1 modulator 2, UHRF1 MBD2 ctr 0, rCAG binder 5, HTRA1 inh 4, ABHD4 inh 1, MBD2 DNA inh 1, PRMT1 FP inh 3, PG9 Ab binder -2.5 and TCR-CD3 inh 2.
For CCC(Oc1ccccc1)C(=O)Nc1ccccc1N1CCCCC1 (stereo not given) the results were LEDGF integ inh 2, NR1D1 modulator 2, UHRF1 MBD2 ctr 1, rCAG binder -4, HTRA1 inh -18, ABHD4 inh -8, MBD2 DNA inh -2, PRMT1 FP inh 1, PG9 Ab binder -1.1 and TCR-CD3 inh 0.
`Cc1cc(=O)c2ccc(C(F)(F)F)cc2[nH]1` gave LEDGF integ inh -2, NR1D1 modulator 5, UHRF1 MBD2 ctr 0, rCAG binder 0, HTRA1 inh -2, ABHD4 inh 1, MBD2 DNA inh -2, PRMT1 FP inh -1, PG9 Ab binder 1.2 and TCR-CD3 inh 0.
`CCc1ccc(N2C(=O)CC(Cn3nc(C)cc3C)C2=O)cc1` (stereo not given) gave LEDGF integ inh -6, NR1D1 modulator 5, UHRF1 MBD2 ctr -3, rCAG binder -4, HTRA1 inh -2, ABHD4 inh 0, MBD2 DNA inh -7, PRMT1 FP inh -1, PG9 Ab binder -0.7 and TCR-CD3 inh 7.
`CC(c1n[nH]c(=S)n1-c1ccc(F)cc1)N1CCCCC1` (stereo not given) gave LEDGF integ inh -3, NR1D1 modulator -2, UHRF1 MBD2 ctr -2, rCAG binder -1, HTRA1 inh 7, ABHD4 inh -3, MBD2 DNA inh -3, PRMT1 FP inh -3, PG9 Ab binder -0.3 and TCR-CD3 inh 5.
For Cc1nc2nc[nH]n2c(=O)c1CC(=O)O the results were LEDGF integ inh 5, NR1D1 modulator 4, UHRF1 MBD2 ctr -4, rCAG binder 2, HTRA1 inh 4, ABHD4 inh 4, MBD2 DNA inh 0, PRMT1 FP inh -1, PG9 Ab binder -1.4 and TCR-CD3 inh 3.
For CCOC(=O)C1CCCN(C(=S)Nc2ccc(Nc3ccccc3)cc2)C1 (stereo not given) the results were LEDGF integ inh -4, NR1D1 modulator 5, UHRF1 MBD2 ctr -1, rCAG binder 2, HTRA1 inh 16, ABHD4 inh 2, MBD2 DNA inh 4, PRMT1 FP inh 0, PG9 Ab binder -1.2 and TCR-CD3 inh -1.
For CCOc1ccc(CCNC(=O)C2CC(=O)N(Cc3ccc(OC)cc3)C2)cc1OCC (stereo not given) the results were LEDGF integ inh -1, NR1D1 modulator 6, UHRF1 MBD2 ctr 6, rCAG binder -9, HTRA1 inh 3, ABHD4 inh 5, MBD2 DNA inh 1, PRMT1 FP inh 1, PG9 Ab binder -3.6 and TCR-CD3 inh -3.
CCCCCCN1CCN(C2CN(Cc3cn(CCCC(=O)OC)nn3)S(=O)(=O)C2)CC1 (stereo not given) was read as LEDGF integ inh -3, NR1D1 modulator -1, UHRF1 MBD2 ctr 19, rCAG binder -1, ABHD4 inh -7, MBD2 DNA inh 12, PRMT1 FP inh 12, PG9 Ab binder 0.6 and TCR-CD3 inh -1.
`O=C(NCCCN1CCOCC1)c1cccc(S(=O)(=O)N2CCN(c3ccccc3)CC2)c1` gave LEDGF integ inh -1, NR1D1 modulator 0, UHRF1 MBD2 ctr -1, rCAG binder -11, HTRA1 inh -3, ABHD4 inh 2, MBD2 DNA inh 2, PRMT1 FP inh 0, PG9 Ab binder 0.3 and TCR-CD3 inh -2.
O=C(NNC(=O)C1CC1)c1cc(=O)[nH]c2ccccc12 was read as LEDGF integ inh -3, NR1D1 modulator 3, UHRF1 MBD2 ctr 2, rCAG binder 1, HTRA1 inh 5, ABHD4 inh -1, MBD2 DNA inh 1, PRMT1 FP inh 1, PG9 Ab binder 1.5 and TCR-CD3 inh 1.
